NPY-Y2 PAM-ag = potentiates or activates human NPY-Y2 receptor | P49146 | cells expressing NPY-Y2, potentiator/agonist read-out | activation, % at 3.6 µM | hit rate 0.45% among 220,000; in the data active means activation above about 27%;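 further: cells stimulated with NPY near EC25 plus isoproterenol at EC100; 0% = vehicle plus submaximal agonist and 100% = vehicle plus saturating agonist; some results beyond the cut were filed as inactive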
CHOP inh = CHOP inhibition in unfolded protein response | CHO-K1 CHOP-promoter luciferase, tunicamycin-induced, 15-18 h | inhibition, % at 10 µM | hit rate 3.8% among 220,000 | AID 2732;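 active means compounds that reduced the stress-induced luciferase reporter signal by more than about 70% of percent inhibition, limit read from the data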;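 further: 0% = tunicamycin plus vehicle and 100% = wells without tunicamycin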
Ba/F3 V617F tox = loss of viability in JAK2V617F-driven Ba/F3 cells; Ba/F3 EpoR-JAK2V617F viability, ATP luminescence; inhibition, % at 5.6 µM; hit rate 1.1% among 220,000; AID 1446;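 active means inhibition above the campaign mean plus 3 SD over all tested compounds, cut at about 24% in these data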;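 further: cytokine-independent growth of Ba/F3 cells driven by EpoR plus mutant JAK2; 0% = DMSO-treated cells and 100% = JAK inhibitor I control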
NPY-Y1 PAM-ag = potentiates or activates human NPY-Y1 receptor. P25929. NPY-Y1 expressing cells, potentiator/agonist activation. activation, % at 3.6 µM. hit rate 0.37% among 220,000; in the data active means activation above about 33%, passing the limit was not always enough;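 further: cells stimulated with NPY at EC10 then isoproterenol at EC100; 0% = low agonist plus stimulus and 100% = saturating agonist plus stimulus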
NPY-Y1 antag = blocks the human neuropeptide Y Y1 receptor; AID 1040; inhibition, % at 3.6 µM; HEK293-CNG Y1 cells, membrane potential fluorescence; NPY at EC95, then isoproterenol; hit rate 1% among 200,000;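 active means inhibition above the campaign mean inhibition of all tested compounds plus 3 SD, cut at about 20% in these data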;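 further: 0% = DMSO wells given NPY plus isoproterenol and 100% = isoproterenol alone without NPY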
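Assay system: HEK293 Y1/CNG channel cell line; Doses: single compound dose of 3.6 µM, 0.4% DMSO; Timing: dye 3 h, compound 60 min room temperature, stimulation 45 min; Technique: Membrane-potential fluorescent dye readout; Measure: % inhibition of NPY effect.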
S1P4 ag = activates the human S1P4 receptor. activation, % at 4.98 µM. hit rate 0.35% among 220,000. S1P4-expressing cell line, agonist reporter assay. O95977; in the data active means activation above about 11%;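 further: 0% = DMSO vehicle and 100% = reference agonist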
Target sequence (O95977 whole entry, looked up): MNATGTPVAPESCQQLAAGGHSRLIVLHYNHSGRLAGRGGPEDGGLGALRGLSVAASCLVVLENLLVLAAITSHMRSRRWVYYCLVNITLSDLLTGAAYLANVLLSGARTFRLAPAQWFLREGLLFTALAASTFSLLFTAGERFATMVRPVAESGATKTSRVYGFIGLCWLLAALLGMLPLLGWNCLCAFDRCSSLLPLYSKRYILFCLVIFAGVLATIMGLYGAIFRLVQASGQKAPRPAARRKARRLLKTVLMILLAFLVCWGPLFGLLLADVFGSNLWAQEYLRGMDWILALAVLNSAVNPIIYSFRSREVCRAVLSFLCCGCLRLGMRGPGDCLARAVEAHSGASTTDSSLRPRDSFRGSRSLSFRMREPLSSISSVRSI
S1P4 antag = blocks the human S1P4 receptor; O95977; inhibition, % at 4.98 µM; S1P4-expressing cells, antagonist mode, reporter read-out; AID 1510; hit rate 0.26% among 220,000; in the data active means inhibition above about 29%;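 further: 0% = wells stimulated with agonist and 100% = vehicle wells without agonist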
BaF3 parental = parental Ba/F3 viability inhibition as JAK2V617F counter-screen; AID 1486; hit rate 1.1% among 220,000; CellTiter-Glo ATP luminescence; inhibition, % at 5.6 µM;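 active means inhibition above a per-campaign cutoff, the mean inhibition of all tested compounds plus 3 SD, cut at about 27% in these data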;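 further: 0% = DMSO wells and 100% = JAK Inhibitor I control wells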
NCF1 inh = p47phox (human) inhibition | P14598 | p47phox/p22phox peptide binding, fluorescence polarization, 2 h | inhibition, % at 24.7 µM | hit rate 0.53% among 220,000 | AID 1274;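 active means inhibition above about 30%, limit read from the data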;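 further: 0% = p47phox with labelled peptide and 100% = labelled peptide alone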
Target sequence (P14598 whole entry, looked up): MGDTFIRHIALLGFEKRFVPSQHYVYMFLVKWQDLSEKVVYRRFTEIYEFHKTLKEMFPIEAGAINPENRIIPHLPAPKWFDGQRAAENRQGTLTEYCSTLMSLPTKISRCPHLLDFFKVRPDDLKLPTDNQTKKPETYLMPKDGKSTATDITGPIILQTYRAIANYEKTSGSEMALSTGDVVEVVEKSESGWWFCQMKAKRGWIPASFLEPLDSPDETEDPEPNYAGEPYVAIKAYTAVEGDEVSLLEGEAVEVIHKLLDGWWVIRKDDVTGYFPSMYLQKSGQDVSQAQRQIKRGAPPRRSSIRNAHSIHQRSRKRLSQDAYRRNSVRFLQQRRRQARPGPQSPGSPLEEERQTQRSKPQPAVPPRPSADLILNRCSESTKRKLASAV
* = called active by the depositor. Random draw from the library; overall some 7.1% were active at least once.

What do the screens show for `O=C(Nc1cc(F)cc(F)c1)c1ccc(NCCCN2CCCCCC2)c([N+](=O)[O-])c1`?
NPY-Y2 PAM-ag: 25; CHOP inh: 22; Ba/F3 V617F tox: 0; NPY-Y1 PAM-ag: 28; NPY-Y1 antag: -5; S1P4 ag: 1.3; S1P4 antag: 10; BaF3 parental: 6; NCF1 inh: -1

How did Cc1ccc(=O)n(C(C(=O)NCc2ccco2)C(=O)c2ccc(F)cc2)c1 (stereo not given) do in these assays?
NPY-Y2 PAM-ag: -16; CHOP inh: 30; Ba/F3 V617F tox: 6; NPY-Y1 PAM-ag: -8; NPY-Y1 antag: -4; S1P4 ag: 1.3; S1P4 antag: -14; BaF3 parental: 3; NCF1 inh: -2

How did Cc1nnc(NC(=O)CSc2nnc(-c3ccccc3)n2C)s1 do in these assays?
NPY-Y2 PAM-ag: 15; CHOP inh: 2; Ba/F3 V617F tox: 0; NPY-Y1 PAM-ag: -8; NPY-Y1 antag: 6; S1P4 ag: 0.2; S1P4 antag: -32; BaF3 parental: 2; NCF1 inh: -7

Results for COc1ccc(OC)c(C2C3=C(CCCC3=O)NC3=C2C(=O)CCC3)c1 ?
NPY-Y2 PAM-ag: -3; CHOP inh: 14; Ba/F3 V617F tox: -1; NPY-Y1 PAM-ag: 1; NPY-Y1 antag: -9; S1P4 ag: 1.2; S1P4 antag: -7; BaF3 parental: 9; NCF1 inh: -11

Results for CCOC(=O)c1ccc(NC2Nc3cc(C)nn3S2)cc1 (stereo not given) ?
NPY-Y2 PAM-ag: -2; CHOP inh: -2; Ba/F3 V617F tox: 0; NPY-Y1 PAM-ag: -7; NPY-Y1 antag: 7; S1P4 ag: 3.2; S1P4 antag: 0; BaF3 parental: 0; NCF1 inh: -7

What do the screens show for `CC1=NNC(=O)/C1=C\c1cn(-c2ccccc2)nc1-c1ccccc1`?
NPY-Y2 PAM-ag: 14; CHOP inh: 108*; Ba/F3 V617F tox: 1; NPY-Y1 PAM-ag: 14; NPY-Y1 antag: -4; S1P4 ag: 1.7; S1P4 antag: 36*; BaF3 parental: 10; NCF1 inh: -4

Results for CC(C)CC(=O)NC(=S)NNC(=O)c1ccc([N+](=O)[O-])cc1 ?
NPY-Y2 PAM-ag: -7; CHOP inh: 29; Ba/F3 V617F tox: -4; NPY-Y1 PAM-ag: 23; NPY-Y1 antag: 3; S1P4 ag: 0.1; S1P4 antag: 10; BaF3 parental: 7; NCF1 inh: -6

What do the screens show for `O=C(Nc1ccc(S(=O)(=O)N2CCOCC2)cc1)c1ccc2ncsc2c1`?
NPY-Y2 PAM-ag: -7; CHOP inh: 3; Ba/F3 V617F tox: 0; NPY-Y1 PAM-ag: 13; S1P4 ag: 0.3; S1P4 antag: -4; BaF3 parental: -6; NCF1 inh: -10

How did CCC(C)Nc1nc2c(c(=O)n(C)c(=O)n2C)n1C (stereo not given) do in these assays?
NPY-Y2 PAM-ag: 18; CHOP inh: -6; Ba/F3 V617F tox: -3; NPY-Y1 PAM-ag: 7; S1P4 ag: 0.4; S1P4 antag: -11; BaF3 parental: 1; NCF1 inh: -7

What do the screens show for `O=C(O)C1CSC(c2ccccc2Cl)N1C(=O)c1ccc(Cl)cc1` (stereo not given)?
NPY-Y2 PAM-ag: 13; CHOP inh: 0; Ba/F3 V617F tox: -1; NPY-Y1 PAM-ag: 37; NPY-Y1 antag: -2; S1P4 ag: 1.5; S1P4 antag: -13; BaF3 parental: 4; NCF1 inh: 87*

What do the screens show for `COC(=O)CP(=O)(c1ccccc1)c1ccccc1`?
NPY-Y2 PAM-ag: 2; CHOP inh: -13; Ba/F3 V617F tox: -2; NPY-Y1 PAM-ag: 14; NPY-Y1 antag: -2; S1P4 ag: -1.4; S1P4 antag: -10; BaF3 parental: 1; NCF1 inh: -5

What do the screens show for `Cc1cc(SCc2ccccc2)nc(=O)[nH]1`?
NPY-Y2 PAM-ag: -10; CHOP inh: 12; Ba/F3 V617F tox: 1; NPY-Y1 PAM-ag: 19; NPY-Y1 antag: 4; S1P4 ag: -1.2; S1P4 antag: 26; BaF3 parental: 2; NCF1 inh: -15

Results for CCOCCn1c(CN2CCN(c3ccc(OC)cc3)CC2)nc2c1c(=O)n(C)c(=O)n2C ?
NPY-Y2 PAM-ag: -14; Ba/F3 V617F tox: -3; NPY-Y1 PAM-ag: -21; NPY-Y1 antag: -1; S1P4 ag: 1.1; S1P4 antag: -5; BaF3 parental: 3

How did O=C(Nc1ccccc1N1CCOCC1)C1(c2ccc(Cl)cc2)CCC1 do in these assays?
NPY-Y2 PAM-ag: -6; CHOP inh: 28; Ba/F3 V617F tox: 7; NPY-Y1 PAM-ag: 1; NPY-Y1 antag: 7; S1P4 ag: 0.1; S1P4 antag: 22; BaF3 parental: 10; NCF1 inh: -2

What do the screens show for `Cc1ccc(N2C(=O)c3ccccc3C2Nc2ccccc2)nc1` (stereo not given)?
NPY-Y2 PAM-ag: -4; CHOP inh: 10; Ba/F3 V617F tox: -1; NPY-Y1 PAM-ag: 2; NPY-Y1 antag: 2; S1P4 ag: 0.2; S1P4 antag: -15; BaF3 parental: 11; NCF1 inh: -8

Results for CCOC(=O)c1cccc(NC(=O)CSc2nnc(-c3ccoc3C)n2CCOC)c1 ?
NPY-Y2 PAM-ag: 10; CHOP inh: 20; Ba/F3 V617F tox: -5; NPY-Y1 PAM-ag: 6; NPY-Y1 antag: 9; S1P4 ag: 2.3; S1P4 antag: -9; BaF3 parental: 2; NCF1 inh: -5

How did CCCCCCNC(=O)c1cccc(-c2ccc(C)c3ccccc23)n1 do in these assays?
NPY-Y2 PAM-ag: -2; CHOP inh: 33; Ba/F3 V617F tox: 5; NPY-Y1 PAM-ag: -11; NPY-Y1 antag: 8; S1P4 ag: 0.5; S1P4 antag: 4; BaF3 parental: 6; NCF1 inh: 5

What do the screens show for `O=C(Cc1coc(-c2ccc(F)cc2)n1)NCc1ccccc1`?
NPY-Y2 PAM-ag: 2; CHOP inh: 47; Ba/F3 V617F tox: -2; NPY-Y1 PAM-ag: -9; NPY-Y1 antag: 1; S1P4 ag: -0.7; S1P4 antag: -27; BaF3 parental: 5; NCF1 inh: -1

What do the screens show for `CCCCNC(=O)CC1C(=O)N(Cc2ccccc2)C(C)c2nc3ccccc3n21` (stereo not given)?
NPY-Y2 PAM-ag: 9; CHOP inh: 24; Ba/F3 V617F tox: -5; NPY-Y1 PAM-ag: 5; NPY-Y1 antag: 0; S1P4 ag: 1.3; S1P4 antag: -6; BaF3 parental: 4; NCF1 inh: 3

What do the screens show for `CCN(CC)C(=O)C1CCN(Cc2cccc(OCc3ccccc3)c2)CC1`?
NPY-Y2 PAM-ag: -21; CHOP inh: 19; Ba/F3 V617F tox: -3; NPY-Y1 PAM-ag: -66; NPY-Y1 antag: 12; S1P4 ag: 0.3; S1P4 antag: -8; BaF3 parental: 2; NCF1 inh: -10

How did CCOc1cc(C2Nc3ccccc3C(=O)N2c2ccccc2)ccc1O (stereo not given) do in these assays?
NPY-Y2 PAM-ag: -1; CHOP inh: -12; Ba/F3 V617F tox: -1; NPY-Y1 PAM-ag: -4; NPY-Y1 antag: 11; S1P4 ag: -1.2; S1P4 antag: 3; BaF3 parental: 1; NCF1 inh: -13

Results for CC1CCN(C(=O)CSc2nc3ccccc3[nH]2)CC1 ?
NPY-Y2 PAM-ag: 11; CHOP inh: 3; Ba/F3 V617F tox: 0; NPY-Y1 PAM-ag: -10; NPY-Y1 antag: 3; S1P4 ag: -1.0; S1P4 antag: -17; BaF3 parental: 2; NCF1 inh: -15

Results for CCn1c(SCC(=O)Nc2cccc(NC(=O)c3cccs3)c2)nnc1-c1ccncc1 ?
NPY-Y2 PAM-ag: -6; CHOP inh: 4; Ba/F3 V617F tox: 5; NPY-Y1 PAM-ag: 7; NPY-Y1 antag: 10; S1P4 ag: 1.9; S1P4 antag: 13; BaF3 parental: 2; NCF1 inh: -4

How did COc1ccccc1N1CCN(C(=O)Cc2c(C(=O)O)[nH]c3ccc(Cl)cc23)CC1 do in these assays?
NPY-Y2 PAM-ag: -10; CHOP inh: 12; Ba/F3 V617F tox: 3; NPY-Y1 PAM-ag: -16; NPY-Y1 antag: 6; S1P4 ag: 0.4; S1P4 antag: -10; BaF3 parental: 3; NCF1 inh: -8

How did CCn1cc(C(=O)Nc2nnc(C)s2)c(=O)c2cc(F)c(N3CCN(C(=O)c4ccco4)CC3)cc21 do in these assays?
NPY-Y2 PAM-ag: 6; Ba/F3 V617F tox: 2; NPY-Y1 PAM-ag: -10; NPY-Y1 antag: 7; S1P4 ag: 3.1; S1P4 antag: -8; BaF3 parental: 2

Results for CCOC(=O)C1CCCN(c2c(NCCCN(CC)c3cccc(C)c3)c(=O)c2=O)C1 (stereo not given) ?
NPY-Y2 PAM-ag: 6; CHOP inh: 13; Ba/F3 V617F tox: 2; NPY-Y1 PAM-ag: 4; NPY-Y1 antag: 2; S1P4 ag: -0.2; S1P4 antag: 13; BaF3 parental: 3; NCF1 inh: -7

How did Cc1nn(-c2ccccn2)c2c1C(c1c(F)cccc1Cl)C1=C(N2)c2ccccc2C1=O (stereo not given) do in these assays?
NPY-Y2 PAM-ag: 4; CHOP inh: -6; Ba/F3 V617F tox: 1; NPY-Y1 PAM-ag: 5; NPY-Y1 antag: 0; S1P4 ag: 0.6; S1P4 antag: 0; BaF3 parental: 3; NCF1 inh: -30

What do the screens show for `Cn1nccc1NS(=O)(=O)c1ccc(C(C)(C)C)cc1`?
NPY-Y2 PAM-ag: 12; CHOP inh: -3; Ba/F3 V617F tox: -2; NPY-Y1 PAM-ag: -6; S1P4 ag: 0.0; S1P4 antag: 4; BaF3 parental: 6; NCF1 inh: 0

How did COc1ccc(NC(=O)c2cc(C)on2)cc1 do in these assays?
NPY-Y2 PAM-ag: 10; CHOP inh: -17; Ba/F3 V617F tox: -2; NPY-Y1 PAM-ag: 1; NPY-Y1 antag: -3; S1P4 ag: -0.8; S1P4 antag: 9; BaF3 parental: 0; NCF1 inh: 1

What do the screens show for `COc1ccc(Cl)cc1NC(=O)c1cc(-c2ccc(C)cc2O)n[nH]1`?
NPY-Y2 PAM-ag: -19; CHOP inh: 2; Ba/F3 V617F tox: 3; NPY-Y1 PAM-ag: -14; S1P4 ag: 0.4; S1P4 antag: -7; BaF3 parental: -4; NCF1 inh: -16

What do the screens show for `O=C(NC12CC3CC(CC(C3)C1)C2)N1CCC(O)CC1`?
NPY-Y2 PAM-ag: 19; CHOP inh: 3; Ba/F3 V617F tox: -2; NPY-Y1 PAM-ag: -15; NPY-Y1 antag: -1; S1P4 ag: -2.1; S1P4 antag: -16; BaF3 parental: 2; NCF1 inh: 3

Entries above with two or more sulfur atoms:
How did Cc1nnc(NC(=O)CSc2nnc(-c3ccccc3)n2C)s1 do in these assays?
NPY-Y2 PAM-ag: 15; CHOP inh: 2; Ba/F3 V617F tox: 0; NPY-Y1 PAM-ag: -8; NPY-Y1 antag: 6; S1P4 ag: 0.2; S1P4 antag: -32; BaF3 parental: 2; NCF1 inh: -7

What do the screens show for `O=C(Nc1ccc(S(=O)(=O)N2CCOCC2)cc1)c1ccc2ncsc2c1`?
NPY-Y2 PAM-ag: -7; CHOP inh: 3; Ba/F3 V617F tox: 0; NPY-Y1 PAM-ag: 13; S1P4 ag: 0.3; S1P4 antag: -4; BaF3 parental: -6; NCF1 inh: -10

Results for CCn1c(SCC(=O)Nc2cccc(NC(=O)c3cccs3)c2)nnc1-c1ccncc1 ?
NPY-Y2 PAM-ag: -6; CHOP inh: 4; Ba/F3 V617F tox: 5; NPY-Y1 PAM-ag: 7; NPY-Y1 antag: 10; S1P4 ag: 1.9; S1P4 antag: 13; BaF3 parental: 2; NCF1 inh: -4
